Screening data from PubChem BioAssay.
AHR act: AHR activators, primary screen, cell-based, luminescence, luciferase reporter, human. activation, % at 5 µM. 320,000 compounds, 2.5% hits. AHR-responsive luciferase reporter cells. Aryl hydrocarbon receptor (Homo sapiens), P35869; in the data active = activation above about 47%;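 note: 0% = vehicle wells and 100% = reference agonist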
GLD-1 RNA inh: GLD-1/TGE RNA complex disruptors, primary screen, biochemical, fluorescence polarization. purified GLD-1 + fluorescein TGE RNA. inhibition, % at 5.96 µM. 320,000 compounds, 0.44% hits;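 active = percent inhibition above a per-plate cutoff, the plate mean of test compounds plus 3 SD, cut at about 30% in these data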;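 note: 0% = DMSO wells with GLD-1 and probe and 100% = wells lacking GLD-1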
MCL1-BIM inh: inhibitors of MCL1 binding to BIM-BH3, primary screen, biochemical, fluorescence polarization | Induced myeloid leukemia cell differentiation protein Mcl-1 (Homo sapiens), Q07820 | GST-MCL1 / FITC-Bim-BH3 fluorescence polarization | inhibition, % at 10.9 µM | 320,000 compounds, 0.68% hits;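 active = inhibition above the mean inhibition of all tested compounds plus 3 SD, set per campaign, cut at about 40% in these data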;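 note: 0% = DMSO wells and 100% = unlabeled Bim-BH3 peptide control; higher means more loss of mP so more displacement of Bim peptide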
Target sequence (Q07820 whole entry, looked up): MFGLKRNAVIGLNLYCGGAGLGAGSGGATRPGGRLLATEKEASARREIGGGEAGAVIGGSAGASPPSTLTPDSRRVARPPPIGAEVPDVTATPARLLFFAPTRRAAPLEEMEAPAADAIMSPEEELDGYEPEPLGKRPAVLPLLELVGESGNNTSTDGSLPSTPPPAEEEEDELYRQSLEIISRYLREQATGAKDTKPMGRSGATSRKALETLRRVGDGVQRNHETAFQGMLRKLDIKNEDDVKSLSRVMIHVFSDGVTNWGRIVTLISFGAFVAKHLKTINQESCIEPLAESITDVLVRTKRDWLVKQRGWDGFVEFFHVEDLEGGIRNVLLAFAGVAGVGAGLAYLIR
PME-1 primary: PME-1 inhibitors via competitive probe labeling, primary screen, biochemical, fluorescence polarization, FP-Rh probe, HTS; Protein phosphatase methylesterase 1 (Homo sapiens), Q9Y570; recombinant PME-1; inhibition, % at 5.9 µM; 320,000 compounds, 0.53% hits; AID 2130, 2009;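 active = inhibition above the campaign mean of all compounds plus 3 SD, cut at about 26% in these data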;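 note: competitive labeling of PME-1 active site by serine hydrolase directed probe; 0% = PME-1 with DMSO and 100% = wells lacking PME-1 enzyme; inhibitors block probe labeling so polarization falls and inhibition rises; many of its hits are not listed in these tables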
Target sequence (Q9Y570 whole entry, looked up): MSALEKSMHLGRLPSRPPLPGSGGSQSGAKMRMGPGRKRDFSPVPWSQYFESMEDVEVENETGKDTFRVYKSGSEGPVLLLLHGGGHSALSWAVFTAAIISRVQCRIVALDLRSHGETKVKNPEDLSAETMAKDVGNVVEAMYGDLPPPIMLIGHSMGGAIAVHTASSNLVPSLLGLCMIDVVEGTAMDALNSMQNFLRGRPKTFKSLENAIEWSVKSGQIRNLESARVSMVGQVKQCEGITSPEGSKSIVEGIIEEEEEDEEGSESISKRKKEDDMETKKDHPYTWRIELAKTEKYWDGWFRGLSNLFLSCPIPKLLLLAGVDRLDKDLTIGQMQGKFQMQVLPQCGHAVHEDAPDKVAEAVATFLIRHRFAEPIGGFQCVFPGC
Fam108B counter: mouse Fam108B serine hydrolase inhibitors, primary screen, counter-screen for RBBP9 inhibitor project, biochemical, fluorescence polarization; 300,000 compounds, 0.33% hits; recombinant Fam108B, FP-Rh probe fluorescence polarization; inhibition, % at 9.51 µM;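 active = inhibition above the screen mean inhibition plus 3 SD, computed separately per campaign, cut at about 18% in these data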;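 note: inhibitors lower polarization as less probe binds the enzyme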
MEX-5 binding: MEX-5 zinc finger RNA-binding disruptors – biochemical, C. elegans, fluorescence polarization, MLPCN library, primary screen | activity score (negative = inhibition of binding), % at 10 µM | MEX-5/FITC-TCR2 RNA binding; hits give low values | Zinc finger protein mex-5 (Caenorhabditis elegans), Q9XUB2 | 300,000 compounds, 0.38% hits | AID 1832, 2009;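 active = inhibition past about -25% in most replicates, and total fluorescence under double the plate's negative control median, limit read from the data; inconclusive = replicates evenly split on the limit, or fluorescence at least double controls; inactive = too little inhibition in most replicates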;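 note: 0% = DMSO and -100% = 5 µM competing unlabeled TCR2 RNA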
PAFAH1B2 FP inh: PAFAH1B2 enzyme inhibitors, primary screen, biochemical, fluorescence polarization, human | inhibition, % at 3.39 µM | 340,000 compounds, 1.2% hits | recombinant PAFAH1B2, FP-rhodamine activity probe | AID 492953, 2010;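 active = inhibition above the mean of all tested compounds plus 3 SD, cut at about 24% in these data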;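 note: 0% = enzyme with DMSO and 100% = wells lacking PAFAH1B2; many of its hits are not listed in these tables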
Bcl-xL primary: inhibitors of human Bcl-xL, primary screen, biochemical, fluorescence polarization, HTS; GST-Bcl-xL / FITC-Bim BH3 peptide fluorescence polarization; 320,000 compounds, 0.7% hits; AID 2129, 2009; inhibition, % at 10.9 µM;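 active = inhibition above the mean of all tested compounds plus 3 SD, cutoff set per campaign, cut at about 30% in these data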;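 note: 0% = DMSO wells and 100% = unlabeled Bim-BH3 peptide competitor; inhibitors lower millipolarization by displacing the labeled peptide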
Target sequence (Q07817 whole entry, looked up): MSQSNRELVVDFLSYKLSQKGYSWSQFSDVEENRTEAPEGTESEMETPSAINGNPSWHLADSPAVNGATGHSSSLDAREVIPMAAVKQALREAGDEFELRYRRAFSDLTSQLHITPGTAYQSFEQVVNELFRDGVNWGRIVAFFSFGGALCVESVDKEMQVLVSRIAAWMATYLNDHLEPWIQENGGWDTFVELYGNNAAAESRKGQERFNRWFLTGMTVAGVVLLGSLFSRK
pPAFAH inh: pPAFAH enzyme inhibitors, primary screen, biochemical, fluorescence polarization, human. Platelet-activating factor acetylhydrolase (Homo sapiens), Q13093. recombinant pPAFAH, FP-rhodamine probe fluorescence polarization. inhibition, % at 3.39 µM. 330,000 compounds, 1.5% hits;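 active = inhibition above the mean inhibition across the screen plus 3 SD, cut at about 25% in these data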;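 note: inhibitors block binding of the rhodamine activity-based probe so polarization drops; 0% = enzyme with DMSO and 100% = wells lacking pPAFAH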
* hit, by the source's call; ? = inconclusive; · = no result given. A portion of the library; rates above refer to the full screens.

SMILES	AHR act	GLD-1 RNA inh	MCL1-BIM inh	PME-1 primary	Fam108B counter	MEX-5 binding	PAFAH1B2 FP inh	Bcl-xL primary	pPAFAH inh
CC(=O)Nc1ccc(NC(=O)CSc2nccn2Cc2ccc(Cl)cc2)cc1	0	-4	-1	2	0	1.5	6	4	-2
Cc1ccc(-c2nc(C3CCCN(S(=O)(=O)c4ccc(C(F)(F)F)cc4)C3)no2)cc1 (stereo not given)	-1	-1	4	2	0	1.3	8	6	0
CCN1CCN(CCn2c(=S)[nH]c3cc4c(cc3c2=O)OCO4)CC1	8	-1	15	-9	5	-2.2	0	8	0
CCOc1ccc(CN2C(=O)c3ccccc3C2C(=O)NC(C)CC)cc1OC (stereo not given)	1	-1	1	-5	1	-2.4	6	1	5
CCOC(=O)c1sc(=NC(=O)c2ccc(C)c(C)c2)n(C)c1C	2	1	-5	-1	0	-1.8	2	-4	1
Cc1ccc(N/C=C/C(=O)c2cccs2)cc1C	23	-19	-8	4	3	-7.3	·	1	8
CCOC(=O)CN1C(=O)S/C(=C/c2cccc([N+](=O)[O-])c2O)C1=O	1	1	-21	9	8	-1.1	4	-10	3
O=C1CN(C(=O)c2ccc(Cl)c(S(=O)(=O)N3CCc4ccccc43)c2)c2ccccc2N1	14	-3	-3	9	4	2.2	3	8	6
CN1/C(=C\C(=O)c2ccco2)C(C)(C)c2ccccc21	-3	18	23	-36	-22	-0.3	-47	29	-9
CCOCCSc1nc2c(c(=O)[nH]c(=O)n2C)n1CCCc1ccccc1	3	2	1	0	-1	-1.6	2	2	1
CCC(C)c1ccc(NC(=O)C2CCN(c3ncccn3)CC2)cc1 (stereo not given)	1	3	6	-1	1	-1.0	5	6	-2
CCC(CC)NC(=O)CON=C1c2ccccc2-c2ccccc21	13	-2	-8	7	3	-4.6	0	-1	6
Cn1c(=O)c2c(nc(NN=C3CCCCC3)n2C)n(C)c1=O	4	3	4	-3	4	-21	-4	7	2
CC(C)Sc1nc2sccc2c(=O)n1-c1ccccc1	4	-1	4	1	0	0.5	7	4	9
O=C(O)/C=C/C(=O)N1Cc2cc3ccccc3nc2C1	10	3	4	-4	1	1.0	0	8	14
CC(=O)c1ccc(NC(=O)CCn2c(=S)oc3ccccc32)cc1	2	43*	-4	-2	6	2.0	13	3	2
Cc1ccc(NC(=O)c2ccccc2OCC(=O)c2ccc(F)cc2)cc1	1	7	-3	1	-3	1.3	-1	2	-6
CCOC(=O)N1CCC(=NNC(=O)c2ccccc2F)CC1	1	3	1	4	2	·	-1	1	4
Cc1onc(-c2ccccc2)c1C(=O)Nc1ccc(S(=O)(=O)N2CCCC2)cc1	-2	2	4	6	4	-0.9	-3	8	4
CCOc1cc(S(=O)(=O)N(CC)CC)ccc1Br	8	0	5	-1	2	0.3	0	2	7

Exported in markdown: entries from further up.
| compound | AHR act | GLD-1 RNA inh | MCL1-BIM inh | PME-1 primary | Fam108B counter | MEX-5 binding | PAFAH1B2 FP inh | Bcl-xL primary | pPAFAH inh |
| --- | --- | --- | --- | --- | --- | --- | --- | --- | --- |
| CC(C)Sc1nc2sccc2c(=O)n1-c1ccccc1 | 4 | -1 | 4 | 1 | 0 | 0.5 | 7 | 4 | 9 |
| O=C(O)/C=C/C(=O)N1Cc2cc3ccccc3nc2C1 | 10 | 3 | 4 | -4 | 1 | 1.0 | 0 | 8 | 14 |
| CC(=O)c1ccc(NC(=O)CCn2c(=S)oc3ccccc32)cc1 | 2 | 43* | -4 | -2 | 6 | 2.0 | 13 | 3 | 2 |

Continued.
SMILES	AHR act	GLD-1 RNA inh	MCL1-BIM inh	PME-1 primary	Fam108B counter	MEX-5 binding	PAFAH1B2 FP inh	Bcl-xL primary	pPAFAH inh
CCCOc1ccc(N2C(=O)CC(N(Cc3ccc(S(N)(=O)=O)cc3)C(=O)CC)C2=O)cc1 (stereo not given)	0	4	2	-5	0	1.5	2	2	5
O=C(N/N=C(\CC(=O)c1cccs1)C(F)(F)F)c1cccnc1	8	1	-3	1	-1	0.9	3	-5	8
CCN(C(=O)CN1C(=O)NC2(CCc3ccccc32)C1=O)C1CCCCC1 (stereo not given)	2	3	-9	0	2	-1.8	24	-8	0
CNC(=O)c1ccccc1S(=O)c1ccccc1C#N (stereo not given)	8	3	2	-1	2	2.1	0	5	-1
COc1ccc(C(=O)NCc2ccc(-c3nc4ccccc4s3)cc2)cc1	-2	7	-3	-11	-11	0.1	1	2	5
COCCOC(=O)c1[nH]c2c(c1C)C(=O)CC(c1ccco1)C2 (stereo not given)	56*	8	12	3	1	-0.8	6	6	13
Cc1ccc(NC2CCCN(C(=O)CCc3scnc3C)C2)cc1C (stereo not given)	50*	-3	0	4	1	-0.5	-2	7	3
Cc1oc(-c2cccc(Cl)c2)nc1CN1CCCC(C(=O)NCCCN2CCOCC2)C1 (stereo not given)	0	-9	-3	-3	-2	0.4	-3	2	11
CCN(Cc1nc2cc(OC)c(OC)cc2c(=O)[nH]1)C(=O)c1ccc(S(=O)(=O)N(C)C)cc1	0	8	8	6	2	-0.1	3	3	1
Cc1ccccc1CS(=O)(=O)c1cnc2ccccc2n1	-4	-2	-5	-2	-2	0.5	1	-3	2
NC(=O)c1ccsc1NC(=O)c1ccc(N2CCCC2=O)cc1	10	-10	5	-51	1	-0.9	5	3	4
CCCCC(=O)Nc1ccc(NC(=O)CCCC)nc1	0	1	-1	-4	3	0.1	-1	8	6
O=C1CSC(=S)N1c1cccnc1	7	0	6	-6	-3	-0.3	-2	5	3
CCc1ccc(Oc2nnnn2-c2ccc(C(N)=O)cc2)cc1	-1	9	2	-1	0	0.5	0	0	2
O=C(CCNC(=O)c1ccc([N+](=O)[O-])cc1)Nc1ccc(F)c(F)c1F	-1	-2	-13	3	0	0.9	3	-3	3
C/C(CC(=O)Nc1ccc(Cl)c(Cl)c1)=N\NC(N)=S	4	3	10	-1	-1	-4.8	3	1	-8
COc1ccccc1-c1n[nH]c(=S)n1N	7	-4	-4	2	-2	-0.3	3	-9	-4
Cc1nc2cc(NC(=O)NCCC3=CCCCC3)ccc2o1	6	1	9	-5	-2	-0.3	8	3	5
COc1ccc(OC)c(C(=O)NC(CC(N)=O)c2ccc(NCCN3CCOCC3)c([N+](=O)[O-])c2)c1 (stereo not given)	2	5	-3	-1	-6	-1.3	-2	2	1
O=C(OCc1cc(=O)n2cc(Br)ccc2n1)C1COc2ccccc2O1 (stereo not given)	2	-2	1	2	1	0.3	-2	0	3
CCc1ccc(/C(C)=N/NC(=O)c2c[nH]c3ccccc23)s1	141*	-1	-1	-4	0	-1.4	-4	4	-1
O=C(CSc1nnc(NC(=O)c2ccco2)s1)Nc1ccc(F)cc1	4	3	0	-6	-3	-0.1	2	1	1
O=C(N/N=C/c1cccc2ccccc12)c1ccc(CN2CCOCC2)cc1	6	-4	5	1	-5	-0.7	-3	4	5
O=C(NCc1ccco1)C1CCN(C(=O)Cc2ccccc2)CC1	1	5	4	0	6	-1.8	-2	6	3
CC(C)(C)c1ccc(C(=O)NNC(=S)NC(=O)c2cccnc2)cc1	5	8	10	-3	-1	-0.5	17	5	7
Cc1ccc(CNC(=O)CN2CCC(C(N)=O)CC2)cc1	2	0	0	-8	-3	1.6	1	1	-6
COc1ccc(/C=N/Nc2ccc(C(F)(F)F)cc2[N+](=O)[O-])cc1O	11	1	7	10	-7	-0.5	-4	5	9
COC(=O)C1=C(C)N(C)C(=S)NC1c1c(OC)ccc2ccccc12 (stereo not given)	5	-4	11	5	1	-2.7	-1	6	0
CCN1/C(=C/c2cccc[n+]2C)Sc2ccc(OC)cc21	0	-193	-9	3	-3	26	2	-6	-2
O=C(Nc1cccc(F)c1)/C(=C/c1ccco1)NC(=O)c1ccco1	28	-5	-2	-1	1	-2.4	-5	3	2
C/C(Cc1ccccc1)=N\NC(=O)CNC(=O)c1ccc(Cl)cc1Cl	1	8	10	-2	1	-0.2	·	4	-3
COc1ccc(C(=O)NCCCNC(=O)c2cc3ccccc3[nH]2)cc1OC	6	2	9	-7	1	0.6	1	4	-1
Nc1nncn1C(=O)c1cccs1	1	4	3	7	-2	·	5	1	-4
C=CCNc1oc(-c2ccc(-c3ccccc3)cc2)nc1C#N	12	4	·	·	·	·	6	·	-9
O=C(O)C[C@H]1c2cc(C(F)(F)F)ccc2S(=O)(=O)N1Cc1ccccc1	0	4	-1	-3	-2	-4.6	9	3	5
COc1ccccc1N1CCN(C(CNS(=O)(=O)c2cccs2)c2cccnc2)CC1 (stereo not given)	4	7	5	2	-3	-0.9	8	9	-5
CCOC(=O)c1ccc(Nc2ccc([N+](=O)[O-])cn2)cc1	1	4	-2	-6	3	-0.2	-1	9	9
O=C(COc1ccccc1)N=C1SC2CS(=O)(=O)CC2N1CCc1ccccc1 (stereo not given)	2	4	5	0	2	1.0	21	10	3
CC1=C(C)CC(C(=O)NCc2ccccn2)C(C(=O)O)C1 (stereo not given)	-2	3	-4	-2	3	0.1	5	5	5
CC12CCC(C(=O)N(CCCN3CCN(Cc4ccccc4)CC3)C1=O)C2(C)C (stereo not given)	3	2	4	2	3	·	4	2	3
CCOC(=O)CSc1nc2ccc(Nc3nc(N4CCOCC4)nc(N4CCOCC4)n3)cc2s1	-3	6	11	4	4	?	5	4	-3
CCCCC(=O)NCCNc1nc2c(c(=O)n(C)c(=O)n2C)n1Cc1ccccc1	4	1	8	2	3	-1.6	2	6	-3
O=C(O)c1[nH]c2ccccc2c1NS(=O)(=O)c1ccc(F)cc1	18	-1	2	-5	1	-1.4	24*	0	3
COc1cc(C(=O)Nc2nnc(C)s2)cc(OC)c1OC	69*	0	-2	2	-5	0.0	1	-2	0
Cc1cc(NC(=O)CCC(=O)N(c2ccccc2)C(C(=O)NC2CCCC2)c2ccccc2F)no1 (stereo not given)	-1	0	3	5	2	0.6	0	2	2
NNc1nnnc2c1sc1nc(N3CCOCC3)c3c(c12)CCCC3	6	6	6	8	-1	-0.3	·	7	7
COc1ccc(N2CCCCn3c2nc2c3c(=O)n(C)c(=O)n2C)cc1	2	-6	-5	0	-2	-3.0	-7	0	-1
O=C(NCCO)/C(=C\c1ccc([N+](=O)[O-])o1)NC(=O)c1ccccc1	-1	9	7	-5	-3	0.3	1	10	2
CCOC(=O)C(C)N1N=C(/C=C/c2ccc(C)cc2)CCC1=O (stereo not given)	5	2	4	-2	4	0.4	-1	4	2
CSc1cc(C)nc(N(C)C(C)=O)n1	1	0	0	1	4	0.4	-2	0	0
CC(C)Oc1ccc(C(=O)NC2CCS(=O)(=O)C2)cc1 (stereo not given)	5	-3	-2	6	-5	0.4	7	-3	-3
CN(C)c1cccc(C(=O)NCc2ccc3c(c2)OCO3)c1	12	-1	1	2	-2	0.3	6	4	7
CC12COC3(C(=O)Nc4ccc(F)cc4)CC1CCC32C (stereo not given)	-1	1	6	7	-3	-0.4	4	2	-1
Cc1ccc(NC(=O)c2ccc(CN3CC(=O)N4CCCCC4C3=O)cc2)c(C)c1 (stereo not given)	5	0	-4	-8	4	2.9	4	1	1
